USP2a inhib: qHTS Assay for Inhibitors of Ubiquitin-specific Protease USP2a. Potency, µM (highest dose often 38.3 µM), without a hit: at the top dose activity change, negative = inhibition, most hits filed as inhibitors. USP2a enzymatic assay, qHTS inhibition. Ubiquitin carboxyl-terminal hydrolase 2 (Homo sapiens), O75604. AID 927, 2007. 0.1% of 60,000 active;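 also: potency is read from the fitted curve at half-maximal effect; nearly all actives have a fitted effect of over 60% in size; plate controls were DMSO for no effect and NEM full inhibition control for full effect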
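20 nM USP2 core + cpd, 30 min RT; add 20 nM Ub-PLA2/20 uM NBD C6-HPC; read Ex460/Em535 at 0 h and 2.5 h. Normalized to NEM; qHTS curve fit/classification.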
Luciferase inh: qHTS Assay for Inhibitors of Firefly Luciferase. purified firefly luciferase, luminescence, 8 min. Potency, µM (doses to about 57.1 µM), inactives show at the top dose activity change, negative = inhibition, hits mostly inhibitors. 2.2% of 72,000 active; also: potency is read from the fitted curve at half-maximal effect; % is scaled to controls: 0 for no effect and ±100 for the full control effect; nearly all actives have a fitted effect of over 40% in size
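qHTS concentration-response profiling: light output of P. pyralis luciferase with luciferin and 10 uM ATP, imidazole buffer pH 7.2. Read by luminescence after 8-min room-temperature incubation.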
BRCT inh red: qHTS Assay for Inhibitors of BRCT-Phosphoprotein Interaction (Red Fluorophore); Breast cancer type 1 susceptibility protein (Homo sapiens), P38398; BRCT-phosphopeptide binding, red fluorescence polarization; Potency, µM (series often up to 76.9 µM), inactives show at the highest dose activity change, negative = inhibition, usual class: inhibitors; 0.03% of 75,000 active; AID 892, 2007; also: % is scaled to controls: 0 for no effect and ±100 for the full control effect
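Fluorescence polarization: 100 nM His-tagged BRCA1 BRCT with 100 nM TAMRA-labelled phospho-BACH1 decapeptide, phosphate buffer pH 7.3 with 150 mM NaCl, DTT, 0.01% Tween 20; 12 min RT. Binding inhibition seen as FP decrease.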
ERK AVP block: qHTS Assay for Inhibitors of the ERK Signaling Pathway using a Homogeneous Screening Assay. 0.99% of 72,000 active. Potency, µM (doses to about 57.5 µM), inactives show top-dose activity, negative = inhibition, actives largely listed as inhibitors. AID 995, 2007. HEK293-V1b, vasopressin-stimulated pERK AlphaScreen; also: potency is read from the fitted curve at half-maximal effect; % is scaled to controls: 0 for no effect and ±100 for the full control effect; nearly all actives have a fitted effect of over 55% in size
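V1b-HEK293 cells; cpd 30 min 37C; 25 nM vasopressin 5 min; lyse 10 min; AlphaScreen beads 5 hr RT. Normalized to DMSO basal and 25 nM vasopressin; AC50 by Hill fit.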
CRE Fsk mod: Cell signaling CRE-BLA (Fsk stim) | CHO CRE-bla reporter (cAMP response element driving beta-lactamase), forskolin EC10, beta-lactamase ratio | Potency, µM (titrated, usually from 38.2 µM), inactives show at the top dose activity change, negative = inhibition, most hits filed as activators | 2.5% of 71,000 active; active = well fitted activation curve with a large enough effect in the signal ratio, with a control signal flat, not every such curve was filed as active; inconclusive = small, poorly fitted or top-dose-only effect, or effect the other way, or a change in a side signal; the % refers to the signal ratio; also: potency is read from the fitted curve at half-maximal effect; % of control where 0% means no effect
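CHO CRE-bla cells, overnight plating in Opti-MEM with 0.5% dialyzed FBS; cpd titration + EC10 NKH 477, 3 h 37 °C; CCF4 2 h RT; ex 405/em 460 vs 530 ratio → %Activity, AC50.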
Caspase-1 inhib: qHTS Assay for Allosteric/Competitive Inhibitors of Caspase-1. P29466. Caspase-1 enzyme, Ac-WEHD-AFC fluorogenic rate. Potency, µM (highest dose often 57.5 µM), inactives show at the highest dose activity change, negative = inhibition, most hits filed as inhibitors. 0.03% of 75,000 active;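 also: potency is read from the fitted curve at half-maximal effect; plate controls were vehicle for no effect and no substrate for full effect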
BRCT PPI green: qHTS Assay for Inhibitors of BRCT-Phosphoprotein Interaction (Green Fluorophore); Breast cancer type 1 susceptibility protein (Homo sapiens), P38398; BRCA1 BRCT-phosphopeptide binding, green fluorescence polarization; Potency, µM (doses to about 76.9 µM), for inactives: at the top dose activity change, negative = inhibition, usual class: inhibitors; 0.05% of 75,000 active;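 also: potency is read from the fitted curve at half-maximal effect; plate controls were peptide without protein for full effect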
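Fluorescence polarization: His-tagged BRCT (~35 kDa BRCA1 C-terminus, 250 nM) bound to 100 nM fluorescein-labeled phosphorylated 10-aa BACH1 peptide, pH 7.3 phosphate buffer with DTT and Tween 20. Compounds incubated 12 min at room temperature; inhibition read as lowered polarization.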
Caspase-7 inhib: qHTS Assay for Allosteric/Competitive Inhibitors of Caspase-7. Potency, µM (doses to about 57.5 µM), for inactives: top-dose activity change, negative = inhibition, hits mostly inhibitors. recombinant caspase-7, Ac-DEVD-AFC fluorescence rate. 0.02% of 75,000 active. P55210; active = well fitted inhibition curve with a large enough effect in the main read-out, with a control signal flat, not every such curve was filed as active; inconclusive = small, poorly fitted or top-dose-only effect, or a change in a side signal; also: potency is read from the fitted curve at half-maximal effect; % of control where 0% means no effect
Tau fil binding: qHTS Assay for Tau Filament Binding | recombinant tau filaments, thioflavin S fluorescence, 15 h; filaments grown with octadecylsulfate alongside compound | 2% of 71,000 active | AID 596, 2007 | Microtubule-associated protein tau (Homo sapiens), P10636 | Potency, µM (highest dose often 57.1 µM), for the others: top-dose activity change, negative = inhibition;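 also: potency is read from the fitted curve at half-maximal effect; % is scaled to controls: 0 for no effect and ±100 for the full control effect; actives lower thioflavin S fluorescence by blocking filaments or displacing dye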
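His-tagged recombinant human tau (exons 2, 3, 10; 1 uM final) fibrillized with 30 uM sodium octadecylsulfate, 15 h at 37 C, in pH 7.4 HEPES buffer with 10 uM thioflavine S and 5 mM DTT. Reduced ThS fluorescence (450/510 nm) marks activity.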
HEK293 cAMP ctrl: qHTS Assay for Agonists of the Thyroid Stimulating Hormone Receptor: Activators of Intracellular cAMP Concentrations in Parental HEK 293; parental HEK293 CNG cAMP sensor, membrane potential fluorescence; 2.5% of 73,000 active; Potency, µM (top dose mostly 57.1 µM), for the others: top-dose activation, actives largely listed as activators; also: potency is read from the fitted curve at half-maximal effect; % of control where 0% means no effect; nearly all actives have a fitted effect of over 55% in size
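Parental HEK 293 cells stably expressing a modified CNG channel (no TSHR) report cAMP rise as membrane depolarization. Membrane potential dye with 100 uM RO 20-1724 was loaded for 60 min at room temperature, then compound added for 30 min; fluorescence read at 590 nm.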
A350 autofl: qHTS Assay for Spectroscopic Profiling in A350 Spectral Region | Compound autofluorescence, 340/450 nm, Alexa 350 dye-equivalents; stronger effect = higher value | max dye-equivalent concentration, M | 11% of 59,000 active; in the data active = max dye-equivalent concentration above about 10 nM; inconclusive = mostly about 1.1 nM to 9.6 nM
* hit, by the source's call; i = inactive; ? = inconclusive; nt = no result given; [ ] = remark or other dose. Unless noted, calls follow the shape of the dose curve; as a rule, active = well fitted curve in the direction sought with a large enough effect; inconclusive = small, poorly fitted or top-dose-only effect, or another doubt; inactive = no such curve, though single readings can be large; an effect the other way counts as inactive or inconclusive. Rows are unselected (roughly 16% active in at least one column).

SMILES,USP2a inhib,Luciferase inh,BRCT inh red,ERK AVP block,CRE Fsk mod,Caspase-1 inhib,BRCT PPI green,Caspase-7 inhib,Tau fil binding,HEK293 cAMP ctrl,A350 autofl
O=C(CSc1nnnn1-c1ccccc1)Nc1ncc2c(n1)CC(c1ccco1)CC2=O (stereo unspecified),nt,nt,0.7%,nt,nt,-4%,-1.0%,-9%,nt,12%,nt
Cc1nc(NCc2ccc3c(c2)OCO3)c2nnn(Cc3ccccc3)c2n1,-11%,2%,1.1%,1%,18%,1%,-0.1%,-2%,339%,25%,i
O=C1COc2ccc(C(=O)COC(=O)CCc3ccc(S(=O)(=O)N4CCOCC4)cc3)cc2N1,22%,3%,0.2%,?,-10%,2%,1.2%,-3%,-3%,-8%,i
CNc1cc(-c2ccccc2C)ncn1,-24%,2%[2.29 µM],0.1%,-9%,-4%,0%,-0.1%,-1%,-7%,6%,i
CC1CCN(CCc2nc3cc(NC(=O)Nc4ccccc4)ccc3n2C)CC1,-3%,0%,0.2%,11%,-9%,0%,-0.5%,-3%,1%,13%,i
O=C(CN1CCN(c2nc(-c3ccc(Cl)cc3)cs2)CC1)NCc1ccco1,nt,-3%,-3.3%,32µM*,-21%,?,6.3%,-10%,3%,1%,i
CC1(C)Cc2cccc(OCC(=O)N3CCN(S(=O)(=O)c4ccccc4F)CC3)c2O1,14%,1%,-0.9%,1%,?,-2%,-1.8%,-1%,-12%,6%,i
Cc1cccc2cc(CN(Cc3cccnc3)C(=O)c3ccncc3)c(=O)[nH]c12,-5%,0%,-0.1%,-3%,0%,-2%,1.7%,0%,7%,7%,?
Cc1cc(N2CCN(c3nc4ccccc4s3)CC2)n2ncnc2n1,16%,0%,0.2%,?,?,-1%,-2.2%,9%,12%,?,i
COc1ccc(NC(=O)C2CC(c3ccc(OC)c(OC)c3)=NO2)cc1OC (stereo unspecified),8%,-3%,-4.3%,-10%,?,1%,0.2%,-2%,-21%,5%[2.29 µM],2.6e-08M*
O=C(NC12CCC(O)C(SC1)/C2=N/O)c1ccccc1 (stereo unspecified),-9%,1%,-0.1%,?,11%,-2%,1.4%,-1%,2%,3%,i
Cc1cc2cc(CCNC(=O)CC(C)(C)C)c(=O)[nH]c2cc1C,nt,1%,-1.5%,nt,?,-4%,2.7%,-6%,-3%,3%,nt
COc1cc(OC)c(C2C(C#N)=C(N)OC3=C2C(=O)CC(C)C3)cc1OC (stereo unspecified),-15%,2%,0.2%,-16%,6%,-3%,-2.6%,-2%,-9%,3%,nt
COc1ccc(S(=O)(=O)N2CCN(S(=O)(=O)c3ccc4c(c3)OCCO4)CC2)cc1C,32%[activator],-36%,-0.5%,-1%,-7%,0%,-0.9%,-2%,-4%,3%,i
COc1cc(C(=O)Nc2nccs2)c(Br)c(OC)c1OC,19%,-1%,0.6%,-21%,48%,2%,12%,0%,-3%,?,i
Cc1ccc2cc3cc(C(=O)N4CC(C)CC(C)C4)oc3nc2c1 (stereo unspecified),-1%,-7%,0.1%,-1%,?,-4%,0.6%,-3%,4%,27%,?
CSc1nc(C)cc(Nc2ccc(O)c(CN3CCOCC3)c2)n1,nt,2%[11.4 µM],0.6%[15.4 µM],4%[11.5 µM],4%[7.6 µM],4%[11.5 µM],-0.8%[15.4 µM],-1%[11.5 µM],-10%[11.4 µM],3%[11.4 µM],i
CCOC(=O)CCN(Cc1cccs1)S(=O)(=O)c1ccc(Cl)cc1,-6%,2%,-0.5%,15%,-8%,-3%,-0.8%,-1%,5%,?,i
COc1ccc2[nH]cc(C(=O)CN3CCCCC3)c2c1,1%,-2%,1.0%,2%,?,-1%,0.1%,-1%,-13%,7%,i
Cc1ccc(C)n1-n1c(C)nc2scc(-c3cccs3)c2c1=O,25%,-9%,1.7%,?,?,-4%,1.2%,-4%,-12%,?,nt
COc1ccc(C[C@@H]2c3cc(OC)c(OC)cc3CC[N@+]2(C)CCC(=O)OCCCCCOC(=O)CC[N@@+]2(C)CCc3cc(OC)c(OC)cc3[C@H]2Cc2ccc(OC)c(OC)c2)cc1OC,8%[17.1 µM],2%[25.5 µM],-1.5%[34.4 µM],10%[25.7 µM],9%[17.1 µM],-9%[25.7 µM],-3.6%[34.4 µM],-4%[25.7 µM],-3%[25.6 µM],-6%[25.6 µM],i
O=C(NCc1ccco1)C1OCCc2ccccc21 (stereo unspecified),4%,0%,-0.1%,?,?,-3%,-0.4%,-1%,6%,?,i
COCCNC(=O)Cn1cnc2ccc(S(=O)(=O)N3CCC(C)CC3)cc2c1=O,4%,-1%,-0.3%,10%,-9%,2%,-1.1%,-1%,1%,?,i
O=C1CCC(=O)N1c1ccc(CSc2nnnn2C2CCCCC2)cc1,14%,0%,1.9%,16µM*,3%,-2%,-5.6%,1%,-6%,6%,nt
CC(=O)c1c(C(C)=O)c(C)n(NC(=O)c2cccnc2)c1C,5%,4%,0.3%,?,?,1%,-2.4%,0%,2%,4µM*,i
CCN(CC)CCCN1C(=O)C(O)=C(C(=O)c2ccco2)C1c1cc(OC)ccc1OC (stereo unspecified),0%,4%,0.6%,-15%,?,-2%,-1.2%,-1%,4%,2%,i
COCC(=O)N1CCC2(CCCN(c3ccccc3)C2)CC1,25%,0%[11.4 µM],-0.4%,3%,-7%,0%,-1.2%,1%,3%,?,i
Cc1ccc(-c2nc(COC(=O)c3c(C)noc3C)cs2)cc1,3%,-20%,0.7%,33%[activator],?,0%,0.6%,-2%,0%,?,i
Nc1nnc(SCC(=O)NC2CCCCC2)n1-c1ccccc1,3%,1%,0.4%,-14%,0%,-1%,-4.4%,-1%,-7%,1%,i
CCCCN(CC)CCNC(=O)Cn1cnc2sc(C)c(S(=O)(=O)N3CCOCC3)c2c1=O,-6%,3%,2.2%,1%,?,0%,-1.1%,-3%,-4%,2%,?
COc1ccc(C(=O)N(Cc2nc(-c3ccc(C)cc3)no2)C(C)C)cc1OC,nt,1%,-1.6%,0%,11%,1%,2.4%,-2%,333%,4%[11.4 µM],nt
Cn1c(SCCS(=O)(=O)c2ccc(Cl)cc2)nnc1-c1ccccc1,5%,1%,-2.5%,15%,12%,1%,-0.8%,-3%,1%,16%,i
CCCCOc1ccc(-c2nnn(CC(=O)Nc3ncc(CC(=O)OCC)s3)n2)cc1,11%,1%,-3.9%,2%,13%,-5%,2.5%,-1%,21%,7%,i
O=C(O)CCCCCNc1nc2ncn(Cc3ccccc3)c2c(=O)[nH]1,-4%,2%,0.5%,-8%,8%,0%,-1.1%,0%,-24%,8%,?
Cc1ccc(OC(=O)c2ccc(C)c(C)c2)cn1,1%,?,-2.1%,21%,?,1%,-2.3%,-6%,-4%,11%,?

Ordered by count of non-hydrogen atoms (ascending): three of the compounds above.
SMILES,USP2a inhib,Luciferase inh,BRCT inh red,ERK AVP block,CRE Fsk mod,Caspase-1 inhib,BRCT PPI green,Caspase-7 inhib,Tau fil binding,HEK293 cAMP ctrl,A350 autofl
Cn1c(SCCS(=O)(=O)c2ccc(Cl)cc2)nnc1-c1ccccc1,5%,1%,-2.5%,15%,12%,1%,-0.8%,-3%,1%,16%,i
CCN(CC)CCCN1C(=O)C(O)=C(C(=O)c2ccco2)C1c1cc(OC)ccc1OC (stereo unspecified),0%,4%,0.6%,-15%,?,-2%,-1.2%,-1%,4%,2%,i
CCCCN(CC)CCNC(=O)Cn1cnc2sc(C)c(S(=O)(=O)N3CCOCC3)c2c1=O,-6%,3%,2.2%,1%,?,0%,-1.1%,-3%,-4%,2%,?

Screening data deposited in PubChem BioAssay by National Center for Advancing Translational Sciences (NCATS).
